From PubChem
GPR151 activ: activators of human GPR151, primary screen, cell-based, PathHunter beta-arrestin, luminescence; G-protein coupled receptor 151 (Homo sapiens), Q8TDV0; PathHunter beta-arrestin GPR151 cells; activation, % at 11.2 µM; 1% of 650,000 active; AID 1508602, 2020; in the data active means activation above about 4.9%;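 further: 0% = median of compound wells and 100% = cells with positive control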
Target sequence (Q8TDV0 whole entry, looked up): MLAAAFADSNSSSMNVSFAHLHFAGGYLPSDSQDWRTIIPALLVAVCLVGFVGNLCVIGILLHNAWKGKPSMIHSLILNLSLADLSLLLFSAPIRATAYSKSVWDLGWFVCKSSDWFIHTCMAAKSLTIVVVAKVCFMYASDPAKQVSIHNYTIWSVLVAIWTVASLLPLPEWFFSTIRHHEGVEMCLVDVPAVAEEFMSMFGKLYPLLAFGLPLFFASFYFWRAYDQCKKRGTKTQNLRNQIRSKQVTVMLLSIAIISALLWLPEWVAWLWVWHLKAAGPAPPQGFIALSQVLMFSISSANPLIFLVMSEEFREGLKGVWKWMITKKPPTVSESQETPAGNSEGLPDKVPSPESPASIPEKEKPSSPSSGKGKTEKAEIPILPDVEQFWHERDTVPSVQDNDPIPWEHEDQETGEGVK
MITF primary: MITF inhibitors, primary screen, biochemical, AlphaScreen, human; Microphthalmia-associated transcription factor (Homo sapiens), O75030; AlphaScreen MITF homodimerization, bead proximity signal; inhibition, % at 2.6 µM; 0.91% of 650,000 active; AID 1259374, 2018; in the data active means inhibition above about 50%;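 further: 0% = vehicle wells with protein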
FBW7 activator: FBW7 E3 ligase activators, primary screen, biochemical, AlphaScreen, human | F-box/WD repeat-containing protein 7 (Homo sapiens), Q969H0 | AlphaScreen FBW7–phospho-cyclin E peptide binding, activator screen | normalized activity (activation), % at 26.1 µM | 0.13% of 650,000 active; in the data active means normalized activity above about 1.9%;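 further: purified mutant Fbw7 with reduced substrate affinity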
TEAD-YAP block: TEAD-YAP interaction inhibition, primary screen, TEAD-YAP interaction inhibitor project, luminescence, HEK-TIYL cells. TEAD-Gal4/YAP UAS-luciferase luminescence. inhibition, % at 9.12 µM. 1.4% of 640,000 active; in the data active means inhibition above about 32%;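 further: 0% = median of test compound wells and 100% = reference inhibitor wells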
Active calls of the source: *; x = no result given.

Codes – A = GPR151 activ; B = MITF primary; C = FBW7 activator; D = TEAD-YAP block
COc1ccc(OC)c(/C=N/Nc2ncnc(N)c2[N+](=O)[O-])c1
  A = -2.1 | B = 12 | C = -0.2 | D = -5
Cc1ccsc1/C=C1\N=C(c2ccccc2Br)OC1=O
  A = -2.4 | B = -2 | C = 0.6 | D = -9
Cc1nc(SCC(=O)c2ccccc2)c(C#N)c(C)c1Cl
  A = 1.0 | B = -21 | C = 0.2 | D = -4
NS(=O)(=O)c1ccc(N/N=C/c2c(F)cccc2F)c([N+](=O)[O-])c1
  A = 0.5 | B = -5 | C = -0.2 | D = -1
CC1(O)CCOC(=O)C1 (stereo not drawn)
  A = -1.4 | B = 16 | C = 0.5 | D = x
c1ccc(N2CCN(c3cc(NCCN4CCOCC4)ncn3)CC2)nc1
  A = -0.1 | B = 1 | C = -0.1 | D = -3
N#CCC(=O)N/N=C/c1ccc([N+](=O)[O-])cc1
  A = 0.7 | B = 1 | C = -0.1 | D = 2
Cc1cc(C)n(C(=O)CCC(=O)Nc2ccc(C)c(C)c2)n1
  A = 0.1 | B = -15 | C = -0.1 | D = 2
COCc1c(C(=O)N/N=C/c2ccccc2Cl)nnn1-c1nonc1N
  A = 0.9 | B = 6 | C = 0.0 | D = -5
Nc1ccccc1S(=O)(=O)NC1CCN(Cc2ccccc2)CC1
  A = -0.5 | B = -9 | C = -0.1 | D = -8
COc1ccccc1C(=O)NCC(=O)N/N=C/c1ccccn1
  A = 0.9 | B = 6 | C = -0.2 | D = 2
Cc1n[nH]c(C)c1CCc1nc2c3ccccc3nc(NCc3ccco3)n2n1
  A = 1.4 | B = -8 | C = -0.1 | D = -10
COc1cc(OC)c(NC(=O)CCc2c(C)nc3nc(C)nn3c2C)cc1Cl
  A = 2.2 | B = 1 | C = 0.1 | D = 14
CCOC(=O)C(=O)N1CCN(C(=O)c2ccco2)CC1
  A = -0.8 | B = 46 | C = 0.0 | D = 2
NC1=NN(c2ccccc2)CC1
  A = -1.6 | B = -11 | C = 0.0 | D = -19

Six entries already listed, ordered by molar mass, high to low:
Codes – A = GPR151 activ; B = MITF primary; C = FBW7 activator; D = TEAD-YAP block
Cc1ccsc1/C=C1\N=C(c2ccccc2Br)OC1=O
  A = -2.4 | B = -2 | C = 0.6 | D = -9
COc1ccc(OC)c(/C=N/Nc2ncnc(N)c2[N+](=O)[O-])c1
  A = -2.1 | B = 12 | C = -0.2 | D = -5
Cc1cc(C)n(C(=O)CCC(=O)Nc2ccc(C)c(C)c2)n1
  A = 0.1 | B = -15 | C = -0.1 | D = 2
N#CCC(=O)N/N=C/c1ccc([N+](=O)[O-])cc1
  A = 0.7 | B = 1 | C = -0.1 | D = 2
NC1=NN(c2ccccc2)CC1
  A = -1.6 | B = -11 | C = 0.0 | D = -19
CC1(O)CCOC(=O)C1 (stereo not drawn)
  A = -1.4 | B = 16 | C = 0.5 | D = x

Returning to the listing; the three compounds before the break are reprinted first.
Codes – A = GPR151 activ; B = MITF primary; C = FBW7 activator; D = TEAD-YAP block
COc1cc(OC)c(NC(=O)CCc2c(C)nc3nc(C)nn3c2C)cc1Cl
  A = 2.2 | B = 1 | C = 0.1 | D = 14
CCOC(=O)C(=O)N1CCN(C(=O)c2ccco2)CC1
  A = -0.8 | B = 46 | C = 0.0 | D = 2
NC1=NN(c2ccccc2)CC1
  A = -1.6 | B = -11 | C = 0.0 | D = -19
Cc1cc2c(cc1C)-c1c(ssc1=Nc1ccc(S(N)(=O)=O)cc1)C(C)(C)N2
  A = 0.9 | B = -12 | C = 0.2 | D = -7
O=C1CCCC2=C1C(c1cccc3ccccc13)n1ncnc1N2 (stereo not drawn)
  A = -1.6 | B = -3 | C = -0.3 | D = 1
CCC(c1nnnn1C(C)(C)CC)N1CCN(CC)CC1 (stereo not drawn)
  A = 1.7 | B = -3 | C = -0.1 | D = -1
CN(C)CC(=O)N1c2ccccc2Sc2ccc(C(F)(F)F)cc21
  A = -0.3 | B = -7 | C = -0.2 | D = -9
O=C(N/N=C/c1cccs1)c1cc2ccccc2cc1O
  A = 0.0 | B = 9 | C = 0.1 | D = -4
Cc1ccc(Sc2ccc(S(=O)(=O)NCC(=O)O)cc2)cc1C
  A = -1.4 | B = -10 | C = 0.0 | D = -4
CCCCOC(=O)c1cc(-c2ccc(/C=C3\C(=O)N(c4cccc(C(=O)O)c4)N=C3C)o2)ccc1Cl
  A = 0.4 | B = -10 | C = -0.2 | D = 5
COc1cccc(-c2cncc(-c3cccc(C(=O)O)c3)n2)c1
  A = 0.0 | B = 25 | C = 0.1 | D = -32
COCCN(C1CCN(C(=O)c2ccco2)CC1)S(=O)(=O)c1ccccc1
  A = -1.2 | B = 19 | C = 0.2 | D = 1
O=C(OCC(=O)c1c[nH]c2ccccc12)c1ccc(OCC2CCCO2)cc1 (stereo not drawn)
  A = 0.0 | B = -3 | C = 0.1 | D = 0
COc1ccc(C(=O)NNC(=O)c2cc(Cl)ccc2O)cc1
  A = -0.1 | B = 0 | C = -0.4 | D = -18
Cc1ccn2cc(-c3ccc(NS(=O)(=O)c4cc(C)c(C)cc4C)cc3)nc2n1
  A = 2.7 | B = 8 | C = 0.0 | D = -7
Cc1ccc(-c2nnn(CC(=O)c3c[nH]c4ccccc34)n2)o1
  A = -2.1 | B = 1 | C = 0.2 | D = 18
CCNc1nc(SCc2ccc([N+](=O)[O-])cc2)nc2nc(N(CC)CC)ncc12
  A = -0.6 | B = 2 | C = 0.0 | D = -2
CCN1C(=O)CC(C(=O)Nc2ccc(F)cc2)SC1=Nc1ccc(F)cc1 (stereo not drawn)
  A = 1.9 | B = -9 | C = 0.0 | D = 9
COCCNC(=O)c1ccc(CNc2nc(=S)[nH]c3ccccc23)cc1
  A = 2.5 | B = -19 | C = -0.2 | D = -2
